# Peg3 prom inh: inhibitors of Peg3 promoter; HeLa PEG-Prom luciferase reporter, luminescence, overnight; inhibition, % at 20 µM; actives 1.7% (n = 360,000); AID 588405;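 active = inhibition of at least 50% at 20 µM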
# Vif imaging: blocks HIV Vif function; actives 0.35% (n = 340,000); AID 602346; inhibition, % at 7.49 µM; HEK293T cells, Vif self-association by quenched fluorescence, imaging, 24 h; in the data active = inhibition above about 50%, passing the limit was not always enough; note: some results filed as inactive read as strong as hits
# NR2E3 ag-1: activates human NR2E3 receptor; Q9Y5X4; CHO-S Gal4-NCOR/VP16-NR2E3 two-hybrid, luciferase; inhibition of corepressor binding, % at 3.98 µM; actives 0.35% (n = 360,000); AID 602229;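 active = inhibition above the mean of all tested compounds plus 3 SD, cut at about 70% in these data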;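 note: 0% = DMSO with NR2E3 transfected cells and 100% = cells lacking NR2E3 construct; higher means lower luciferase signal from less NR2E3 corepressor binding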
# Target sequence (Q9Y5X4 whole entry, looked up, the tested form may be a part): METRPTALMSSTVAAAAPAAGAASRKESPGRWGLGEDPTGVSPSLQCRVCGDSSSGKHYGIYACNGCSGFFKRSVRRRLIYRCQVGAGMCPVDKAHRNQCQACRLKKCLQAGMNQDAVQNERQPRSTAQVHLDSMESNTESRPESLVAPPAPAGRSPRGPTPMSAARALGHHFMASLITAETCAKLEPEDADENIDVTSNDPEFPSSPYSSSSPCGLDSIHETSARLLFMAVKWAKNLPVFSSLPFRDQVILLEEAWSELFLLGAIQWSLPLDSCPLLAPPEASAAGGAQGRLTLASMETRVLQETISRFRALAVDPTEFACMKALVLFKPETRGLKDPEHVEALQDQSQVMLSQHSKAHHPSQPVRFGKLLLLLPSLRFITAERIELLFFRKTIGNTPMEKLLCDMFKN
# NR2E3 ag-2: NR2E3 (human) agonism; Q9Y5X4; GST-NR2E3/biotin-RetCOR TR-FRET, 1536-well; inhibition of corepressor binding, % at 4.78 µM; actives 0.12% (n = 320,000); AID 2300;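 active = percent inhibition above the cutoff of mean plus 3 SD of all tested compounds, set per screening campaign, cut at about 20% in these data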;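 note: 0% = DMSO wells and 100% = biotin wells as full block of FRET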
#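 System: GST-tagged NR2E3 plus biotinylated RetCOR corepressor; Buffer or medium: pH 7.5 Tris-based buffer; Probe or stimulus: RetCOR corepressor, biotinylated, 7 nM; Doses: compound at 4.8 µM, single dose; Schedule: 5 h incubation at 4 °C; Technique: time-resolved FRET; Evaluation: percent inhibition of TR-FRET ratio; Replication: one well per compound, singlicate testing.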
# CF NFkB inh: inhibitors of cystic fibrosis induced NF-kB; actives 0.86% (n = 360,000); KKLEB NF-kB-GFP reporter, PAF-induced, GFP fluorescence overnight; inhibition, % at 5 µM;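 active = at least 50% inhibition at 5 µM, scaled per plate between neutral and stimulator controls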;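 note: PAF is a Pseudomonas aeruginosa culture filtrate used as stimulus; plate controls were PAF-stimulated DMSO wells for no effect and unstimulated DMSO wells for full effect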
# Shn3 3UTR inh: Schnurri-3 reporter inhibition in Clone20 osteoblasts | Clone20 osteoblast Shn3 3'UTR firefly luciferase, 24 h | inhibition, % at 12.5 µM | actives 0.52% (n = 360,000) | AID 588674;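 active = mean inhibition of at least 75% with every replicate also reaching 75%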;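 note: 0% = median of neutral control wells and 100% = pilot-screen positive control compound; some compounds past the cut are filed as inactive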
# KKLEB cytotox: counter-screen for CF NF-kB inhibitors: cytotoxicity; KKLEB CF airway cells viability, ATPlite luminescence, overnight; stronger effect = lower value; cells stimulated with P. aeruginosa culture filtrate; actives 0.36% (n = 360,000); activity change (cytotoxicity), % at 5 µM;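 active = corrected activity change at or below -50% at 5 µM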
# CaV13 FRET inh: Disruptors of the CACNA1D IQ motif to Ca2+-dependent inactivation inhibitor domain association, primary screening, Förster resonance energy transfer in intact living …; AID 743397; inhibition, % at 12.3 µM; HEK cells, CFP/YFP FRET ICDI-IQ, plate reader, 10 min; percent FRET-ratio fall versus neutral wells; actives 0.098% (n = 340,000);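 active = mean replicate inhibition of at least 30% and at least 1% of replicates passing that level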;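 note: 0% = median of the neutral control wells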
# HIF-2a block: blocks HIF-2a reporter activity | 786-0 RCC cells HIF-2a reporter, luciferase luminescence, overnight | inhibition, % at 18.8 µM | actives 0.72% (n = 360,000) | AID 624352;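 active = inhibition of the luminescence signal of 40% or more relative to plate controls, in a single-dose primary screen at 18.75 µM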
# MITF TRPM1 inh: reduces MITF-dependent TRPM1 promoter luciferase signal | inhibition, % at 12.5 µM | actives 0.83% (n = 330,000) | SK-MEL-5 TRPM1 promoter luciferase, 24 h;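 active = mean inhibition across replicates of 60% or more, whatever share of single replicates reaches that level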; note: values of inactives mirror those of a sister screen read the other way
# PDI inh: inhibitors of human protein disulfide isomerase; inhibition, % at 10 µM; P07237; PDI insulin aggregation turbidity, A650, 90 min; actives 0.052% (n = 350,000);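 active = mean inhibition across replicates of 30% or more, whatever share of single replicates reach that level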;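 note: absorbance from insulin aggregation driven by PDI reduction with DTT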
# Target sequence (P07237 whole entry, looked up): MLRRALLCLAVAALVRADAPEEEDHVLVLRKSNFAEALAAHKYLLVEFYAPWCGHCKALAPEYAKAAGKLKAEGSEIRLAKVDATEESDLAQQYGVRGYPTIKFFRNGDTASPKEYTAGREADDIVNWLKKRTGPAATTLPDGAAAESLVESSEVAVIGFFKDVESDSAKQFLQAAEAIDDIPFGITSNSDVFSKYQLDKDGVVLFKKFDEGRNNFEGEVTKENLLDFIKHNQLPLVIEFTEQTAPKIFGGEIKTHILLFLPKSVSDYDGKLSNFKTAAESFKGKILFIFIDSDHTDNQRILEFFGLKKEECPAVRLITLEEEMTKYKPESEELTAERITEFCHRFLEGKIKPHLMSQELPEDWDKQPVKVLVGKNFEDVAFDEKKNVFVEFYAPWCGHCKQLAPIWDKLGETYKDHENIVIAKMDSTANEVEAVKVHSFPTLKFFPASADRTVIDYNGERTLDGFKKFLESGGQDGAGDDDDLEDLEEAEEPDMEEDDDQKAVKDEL
# Starred values were filed as active, the others as inactive; x = no result given. Random draw from the library; overall some 3.3% were active at least once.
SMILES,Peg3 prom inh,Vif imaging,NR2E3 ag-1,NR2E3 ag-2,CF NFkB inh,Shn3 3UTR inh,KKLEB cytotox,CaV13 FRET inh,HIF-2a block,MITF TRPM1 inh,PDI inh
Cc1cc(NC(=O)Cn2nc(C(=O)O)c3ccccc3c2=O)c([N+](=O)[O-])cc1C,3,-10,-17,0,-18,-4,-9,-3,12,6,4
CCCC(=O)c1ccc2c(c1)OCCO2,-60,13,-12,0,0,-4,2,-5,-87,-12,3
CC(C)c1nc(SCC(=O)NC(=O)NC(C)(C)C)n[nH]1,3,-2,2,-4,-1,14,7,-5,14,6,-3
COc1cccc(NC(=O)CN(C)C(=O)c2ccc(-c3cccc(C(F)(F)F)c3)o2)c1,-11,9,-1,3,18,8,-8,-6,-10,0,1
O=C(COc1ccc(Br)cc1)N(Cc1cccs1)C1CCS(=O)(=O)C1 (configuration not stated),13,6,-17,1,-20,-16,-3,-14,10,-1,-7
O=C1CC(N2CCN(Cc3ccccc3)CC2)C(=O)N1CCc1ccccc1 (configuration not stated),23,x,-11,-1,20,35,-15,-5,-7,10,1
C[N+]1([O-])[C@@H]2Cc3cc4c(cc3[C@@H]1Cc1cc3c(cc12)OCO3)OCO4 (some centres not stated),-22,-2,2,0,3,12,-10,-4,-12,-6,-5
COc1cccc(NC(=O)Cn2c(CCC(=O)O)ccc2-c2ccc(Cl)cc2)c1,-4,-1,-13,0,-3,-9,9,-4,11,1,-4
CC(C)(C)NC(=O)Cn1nnc(-c2cccs2)n1,-74,-2,-20,0,-33,-30,0,x,-84,-13,7
O=C(O)CCCCCCC1C(=O)NC(=O)N1CCC(O)C1CCCCC1 (configuration not stated),-11,17,-24,2,-6,5,-2,-6,2,-9,10
Cn1c(SCc2c(Cl)cccc2Cl)nnc1-c1cccs1,-53,-16,-55,0,5,-16,-12,-6,-130,-33,-6
CNS(=O)(=O)c1ccc(Oc2ccc(S(=O)(=O)NC)cc2)cc1,14,1,13,3,-6,46,9,0,5,17,2
CCn1c(SCC(=O)Nc2cc(OC)ccc2OC)nc2c(c1=O)SCC2,18,-8,-7,-2,1,23,-19,x,4,8,-13
CC(C)(C)NC(=S)N/N=C/c1c(Cl)cccc1Cl,6,-3,-24,-3,-4,-4,-2,-2,-7,-16,0
CC(=O)Nc1ccc(S(=O)(=O)Nc2cccc(-c3csc(C)n3)c2)cc1,13,-13,22,0,-7,12,-3,-4,11,8,-1
CCOc1ccc(Cc2c(C)[nH]c3ccc(C(=O)O)cc3c2=S)cc1,-9,3,-12,9,10,-6,3,-21,25,-10,7
N/C(=N\OC(=O)c1cccc(C(F)(F)F)c1)c1cnccn1,-170,-3,-65,-2,-17,-62,2,-2,-200,-73,7
CC(=O)Nc1cc[n+](CC(=O)c2cccc([N+](=O)[O-])c2)cc1,18,0,7,6,11,9,-6,-5,7,1,6
CCCc1nc(SCC(=O)N2CCCc3ccccc32)c2c(=O)n(C)c(=O)n(C)c2n1,53*,-13,4,-4,9,29,17,x,15,x,x
COc1cccc(-c2noc(C3CCCN(C(=O)CC(C)(C)C)C3)n2)c1 (configuration not stated),-163,-15,-88,1,16,-12,-28,-20,-184,-16,-3
Cc1ccccc1CNC(=O)COc1ccccc1,-47,-4,-39,5,8,-8,-5,-20,-84,-22,1
Brc1ccc(NC(c2ccccc2)c2ccncc2)cc1 (configuration not stated),14,6,3,3,-4,-2,0,-17,-21,2,-11
CC(C)=CCC[C@H](C)C[C@@H]1CC2=C(C(=O)OC(C)(C)O2)[C@H](c2ccc(F)cc2)O1,-4,x,4,x,16,-3,-11,-3,6,x,x
Nc1c(Cl)cc(C(=O)NC2CC2)cc1Cl,11,-14,13,x,16,16,15,-4,-6,14,10
O=C(O)CCC1OC(=O)C(O)=C1c1ccccc1 (configuration not stated),4,-3,-5,0,6,2,-16,x,9,-1,x
Cc1ccc(S(=O)(=O)N(C)C[C@@H]2Oc3ncc(Br)cc3C(=O)N([C@H](C)CO)C[C@@H]2C)cc1,-15,2,-8,x,1,-11,3,-9,10,x,11
Cc1nnc(NC(=O)c2c(-c3ccccc3Cl)noc2C)s1,16,2,-14,2,-10,0,9,-2,12,11,-5
O=C(Cc1ccccc1)Nc1cccc(NC(=O)c2cccs2)c1,9,-10,-11,2,-13,3,4,-3,-11,-14,-2
COc1ccc(C(=O)NNC(=O)C2CCCO2)cc1 (configuration not stated),-8,4,-5,-5,6,-20,10,0,9,4,0
COc1ccc(-c2noc(CN3CCCC(OCc4ccccn4)C3)n2)cc1 (configuration not stated),-4,-7,6,7,-13,26,0,-8,-15,15,1
CCS(=O)(=O)N1CCC(C(=O)NCc2ccc3c(c2)OCO3)CC1,10,4,0,5,17,-16,-6,-4,11,-8,2
COC(=O)c1c(C)[nH]c(C=O)c1-c1ccccc1,-156,-5,-31,0,12,-61,9,-19,-192,x,9
O=C1CN(c2nc(-c3cccs3)nc3sc4c(c23)CCCC4)CCN1,-222,-9,-96,3,-30,-71,-11,-2,-245,-19,11
O=C(CCN1C(=O)c2ccccc2C1=O)N1CCN(Cc2ccccc2)CC1,20,-6,-17,2,11,7,0,-7,16,-5,-4
COc1ccc2[nH]c(C)c(CCN3C(=O)C4CC=CCC4C3=O)c2c1 (configuration not stated),9,0,5,2,4,1,5,-7,-19,-2,x
Cc1ccc(OCCC(=O)OCC(=O)c2c(N)n(CC(C)C)c(=O)n(C)c2=O)cc1,-8,-11,-10,4,2,67,-12,-2,9,3,3
Cc1ccc(NC(=O)COC(=O)c2c(-c3ccccc3)noc2C)cc1,11,-2,-7,2,-14,-84,0,-6,-8,2,7
CCCCCC(=O)N1C[C@H](n2cc(COC(=O)c3ccccc3)nn2)[C@@H](O)C[C@@H]1c1ccc(Cl)cc1,-7,4,-9,x,-16,-8,-12,-7,0,x,10
CC1CCCCC1NC(=O)NC(=O)COC(=O)c1ccc(OC(F)F)cc1 (configuration not stated),1,11,6,x,27,-3,-14,-3,2,-7,1
OCCCNc1ncnc2scc(-c3ccc(Cl)cc3)c12,23,-4,-58,x,63*,32,-11,-5,24,2,-41
NC(=O)c1cc([N+](=O)[O-])ccc1NCc1ccccn1,-11,-1,-21,-1,-19,-14,4,-7,-31,-21,-2
C[C@H](NC(=O)c1nc[nH]c1C(=O)N1CCN(C(=O)OC(C)(C)C)CC1)C(=O)OCc1ccccc1,-3,-2,2,2,1,-10,2,-3,-3,-5,-3
O=C(COC(=O)CNC(=O)c1ccc(Br)cc1)Nc1nnc(-c2ccccc2)o1,-8,-1,2,-4,5,-33,5,-5,2,-2,2
O=C(NCCN1CCOCC1)c1ccc2c(c1)N(Cc1cccc(F)c1)C(=O)c1ccccc1S2,18,-3,8,1,19,19,-3,-5,26,2,-1
O=C(CSc1ccsc1[N+](=O)[O-])N1CCN(c2ccccn2)CC1,-12,1,8,-1,0,29,0,-3,-7,3,6
COc1ccccc1C1CCN(Cc2ccc(Cl)c(Cl)c2)CC1,5,-6,-27,0,-6,7,-8,-3,20,22,-3
CCOC(=O)C/C(C)=N\Nc1ccc([N+](=O)[O-])cc1[N+](=O)[O-],9,5,22,4,-11,23,2,-5,19,2,-2
COc1ccc(CN2CCN(C(=O)c3cccc4ccccc34)CC2)c(OC)c1OC,13,4,4,1,19,20,-20,-2,13,9,-4
CC(C(=O)O)N1CCCCC1 (configuration not stated),8,-3,-12,0,-2,5,-2,-2,10,2,0
Cc1ccc(OCC(=O)N/N=C/c2cn(C)c3ccccc23)cc1,-13,0,-9,2,-7,1,9,-21,-31,-5,-3
C[C@@H](CSc1ccc(Br)cc1)CN1CC[C@H](NC(=O)OCc2ccccc2)CCC1=O,12,-23,21,x,-68,8,10,-4,-1,15,10
CS(=O)(=O)c1ccc(-c2nnc(NC(=O)C3=COCCO3)o2)cc1,7,5,-5,-1,10,16,-12,-6,10,5,-1
CC1(C)CC(NC(=O)COc2ccc3c4c(c(=O)oc3c2)CCCC4)CC(C)(C)N1,16,-3,-1,-1,-17,-27,-3,-3,-14,1,-2
Cc1cccc(NC(=O)CCS(=O)(=O)c2ccc3nc(C)sc3c2)c1,11,15,-15,x,-4,0,13,-4,12,x,x
C/C(O)=c1/c(=O)nc2cccc3c2=c1c1ccccc1c3=O,35,7,-38,x,-116,7,4,-5,-4,3,0
O=S(=O)(c1cccc(F)c1)N1CCN(C(=S)NCc2ccccc2)CC1,-3,-16,-7,1,7,5,9,-19,-14,2,6
Cn1c(SCC(=O)NCC2CCCO2)nnc1-c1c[nH]c2ccccc12 (configuration not stated),2,5,30,2,-19,3,17,-6,15,11,x
COc1ccc(-n2ncc3c2CC(C)(C)CC3NC(=O)CCC2=NNC(=O)CC2)cc1 (configuration not stated),-2,2,-3,-4,-27,-16,10,-3,0,-3,-2
O=[N+]([O-])c1ccc(NCCCNS(=O)(=O)c2ccccc2)c(Cl)c1,21,6,12,0,-6,32,6,-5,13,-6,5
CCOc1ccccc1C(=O)N(C)Cc1cc2cc(OC)ccc2[nH]c1=O,15,1,-2,-2,10,3,-22,x,11,11,-9
# (continued)
SMILES,Peg3 prom inh,Vif imaging,NR2E3 ag-1,NR2E3 ag-2,CF NFkB inh,Shn3 3UTR inh,KKLEB cytotox,CaV13 FRET inh,HIF-2a block,MITF TRPM1 inh,PDI inh
CC(=O)Nc1c(C(=O)O)ccc(C)c1OCc1ccccc1,2,0,14,x,-21,5,29,-6,3,-6,-4
CSc1nsc(SC)c1C(=O)NC(=O)Nc1cccnc1,-2,0,-19,-3,-6,-13,4,-4,20,1,8
COc1cc(/C=C2\CCc3c2nc2ccccc2c3C(=O)O)cc(OC)c1OC,-74,10,-24,4,-14,-33,14,-6,-94,-21,-2
O=C(CN1C(=O)NC(Cc2c[nH]c3ccccc23)C1=O)Nc1ccc(Br)cc1F (configuration not stated),5,-6,-21,-1,21,-5,-6,-5,9,-5,1
COc1ccc(CN2C(=O)C(C)S/C2=N/N=C/c2ccco2)cc1 (configuration not stated),-267,5,-84,-4,-20,-35,-5,-4,-254,x,3
NC(=O)C1=CC2C3C=CC2(O)C(=O)OC3O1 (configuration not stated),102*,1,42,x,16,-16,-10,-3,-33,71*,0
COc1ccccc1OCC(=O)c1[nH]c(C)c(C(C)=O)c1C,-18,-22,36,0,-25,85*,4,-7,-5,13,-2

# Part of the list above in order of molar mass, lowest first.
SMILES,Peg3 prom inh,Vif imaging,NR2E3 ag-1,NR2E3 ag-2,CF NFkB inh,Shn3 3UTR inh,KKLEB cytotox,CaV13 FRET inh,HIF-2a block,MITF TRPM1 inh,PDI inh
CCCC(=O)c1ccc2c(c1)OCCO2,-60,13,-12,0,0,-4,2,-5,-87,-12,3
COC(=O)c1c(C)[nH]c(C=O)c1-c1ccccc1,-156,-5,-31,0,12,-61,9,-19,-192,x,9
CC(=O)Nc1ccc(S(=O)(=O)Nc2cccc(-c3csc(C)n3)c2)cc1,13,-13,22,0,-7,12,-3,-4,11,8,-1
